Sm TGR block – S. mansoni TGR enzyme inhibition; Q962Y6; 360,000 tested, 3% active; Potency, µM (top dose mostly 114 µM), without a hit: top-dose activity change, negative = inhibition, actives largely listed as inhibitors; purified TGR, DTNB reduction, TNB absorbance 405 nm; AID 485364; note: potency is the fitted concentration of half-maximal effect; nearly all actives have a fitted effect of over 60% in size
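TGR 20 nM + NADPH 100 uM (dispensed conc.), cpd preinc 15 min RT; start with NADPH (500 uM addition) then DTNB (15 mM addition). Kinetic TNB absorbance, 405 nm filter. Four-parameter Hill fit across titration.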
HCMV inh – human cytomegalovirus inhibition; HFF cells, HCMV-luciferase reporter, 72 h; active compounds read low; activity change, negative = inhibition, % at 57.5 µM; 410,000 tested, 4.5% active; AID 1259415; in the data active = activity change below about -60%; inconclusive = no clear call, values can overlap the other calls; inactive = above about -39%
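Two-dose cell screen: HFF monolayers treated with compounds and infected with luciferase-expressing HCMV at 1 PFU/cell, 72 h at 37C, then lysed for luciferase measurement.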
AmpC detergent – AmpC beta-lactamase inhibition with detergent present; P00811; AmpC hydrolysis of nitrocefin, absorbance 480 nm, 0.01% Triton; Potency, µM (top dose mostly 114 µM), for inactives: top-dose activity change, negative = inhibition, actives largely listed as inhibitors; 370,000 tested, 0.041% active;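 note: potency is the fitted concentration of half-maximal effect; 0% = no-compound wells and -100% = no-enzyme wells; nearly all actives have a fitted effect of over 25% in size; some results filed as inactive show a strong effect at the top dose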
Target sequence (P00811 whole entry, looked up): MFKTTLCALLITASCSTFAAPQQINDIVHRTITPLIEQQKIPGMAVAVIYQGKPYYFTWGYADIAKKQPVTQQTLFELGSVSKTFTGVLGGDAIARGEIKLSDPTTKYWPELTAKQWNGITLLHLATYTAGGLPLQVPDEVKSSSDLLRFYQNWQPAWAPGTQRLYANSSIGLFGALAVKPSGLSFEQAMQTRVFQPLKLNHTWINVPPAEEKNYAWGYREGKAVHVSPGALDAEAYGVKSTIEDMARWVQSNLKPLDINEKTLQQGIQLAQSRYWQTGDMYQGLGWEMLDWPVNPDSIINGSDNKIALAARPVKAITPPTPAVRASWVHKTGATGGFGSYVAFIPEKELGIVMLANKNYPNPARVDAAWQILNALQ
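AmpC (5.3 nM in the dispensed reagent) in 20 mM phosphate pH 7.0 with 0.01% (detergent screen) or 0.0001% Triton X-100 was preincubated with compounds for 15 min at room temperature. Nitrocefin was then added from an 800 uM solution, and hydrolysis was followed at 480 nm.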
AMA1 RON2 block – inhibitors of Plasmodium falciparum AMA1-RON2 interaction. AID 720542. 360,000 tested, 0.2% active. AlphaScreen AMA1-biotinylated RON2 peptide binding. Potency, µM (top dose mostly 58.2 µM), inactives show at the top dose activity change, negative = inhibition, most hits filed as inhibitors;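 note: potency is the fitted concentration of half-maximal effect; 0% = vehicle wells and -100% = peptide control; nearly all actives have a fitted effect of over 45% in size; some results filed as inactive show a strong effect at the top dose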
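AMA1 (3D7) with his tag at 25 nM final met compounds first, then biotinylated RON2 peptide at 25 nM; detection used donor plus acceptor beads, 10 µg/mL apiece, read by AlphaScreen after 30 min at room temperature.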
Giardia FBPA inh – Giardia lamblia aldolase inhibition. A8B2U2. purified Giardia FBPA. Potency, µM (highest dose often 59.6 µM), without a hit: top-dose activity, negative = inhibition, usual class: inhibitors. 290,000 tested, 0.71% active. AID 2451; note: potency is the fitted concentration of half-maximal effect; nearly all actives have a fitted effect of over 55% in size
Target sequence (A8B2U2 whole entry, looked up): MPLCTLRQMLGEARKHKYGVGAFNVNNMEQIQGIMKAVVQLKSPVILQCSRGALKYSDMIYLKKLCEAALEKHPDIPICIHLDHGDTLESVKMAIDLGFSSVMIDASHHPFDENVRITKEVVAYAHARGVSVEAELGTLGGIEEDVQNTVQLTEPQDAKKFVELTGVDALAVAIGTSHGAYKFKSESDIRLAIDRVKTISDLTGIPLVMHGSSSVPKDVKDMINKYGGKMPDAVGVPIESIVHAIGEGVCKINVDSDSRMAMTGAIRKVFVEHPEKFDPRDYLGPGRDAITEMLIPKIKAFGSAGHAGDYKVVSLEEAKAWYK
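40 nM FBPA preincubated 10 min at RT with compound (up to 57.5 uM final), then substrate plus GAPDH/TPI/NAD/arsenate coupling and diaphorase/resazurin added. Fluorescence read after 20 min at RT, 525/598 nm.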
AmpC no deterg – AmpC beta-lactamase inhibition without detergent | Potency, µM (series often up to 57.1 µM), inactives show at the highest dose activity change, negative = inhibition, hits mostly inhibitors | AmpC nitrocefin hydrolysis, absorbance 480 nm, 0.0001% Triton | P00811 | 330,000 tested, 0.52% active;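 note: potency is the fitted concentration of half-maximal effect; plate controls were no compound for no effect and no enzyme for full effect; nearly all actives have a fitted effect of over 20% in size; some results filed as inactive show a strong effect at the top dose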
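20 mM phosphate pH 7.0 + 0.01% (detergent screen) or 0.0001% Triton X-100; 5.3 nM AmpC reagent; cpd preinc 15 min RT; nitrocefin (800 uM stock) to start; A480 q20 s × 4 min; Activity was normalised to no-enzyme and no-compound control wells.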
* hit, by the source's call; ? = inconclusive; / = no result given; [ ] = dose if it differs, or a comment. Unless noted, calls come from the whole dose curve; as a rule, active = well fitted curve in the direction sought with a large enough effect; inconclusive = small, poorly fitted or top-dose-only effect, or another doubt; inactive = no such curve, though single readings can be large; an effect the other way counts as inactive or inconclusive. Unless noted, % is set by controls: 0 for no effect and ±100 for the full control effect.

Every second line gives: Sm TGR block	HCMV inh	AmpC detergent	AMA1 RON2 block	Giardia FBPA inh	AmpC no deterg
- O=C(C1CCC(CNc2c(N3CCCCC3)c(=O)c2=O)CC1)N1CCCCC1 (centres undefined)
→ -32%	36	-13%	5%	2%	-2%
- O=C(CCC1CCCCC1)NNC(=O)c1cnccn1
→ 0%	6	-8%	35%[activator]	?	-3%
- Cc1c(C(=O)N2CCCCC2)c(S(=O)(=O)N(C)Cc2ccco2)c(C)n1C
→ 7%	-28	7%	-4%	0%	14%
- CCCc1cc(=O)oc2c(CN3CCOCC3)c(O)ccc12
→ -22%	-31	?	1%	0%	-14%
- O=C(COC(=O)c1cccc([N+](=O)[O-])c1)NNC(=O)c1cccs1
→ 3%	0	4%	6%	/	-21%
- CC(C)OC(=O)/C(C#N)=C/c1c[nH]c2ccccc12
→ 4%	-2	-7%	0%	-9%	-12%
- Cc1cc(C)n2nc(S(=O)(=O)NCCc3ccccc3)nc2n1
→ 37%[activator]	46	6%	11%	12%	-8%
- CC12CC3CC(C)(C1)CC(C(=O)NCc1ccncc1)(C3)C2
→ 1%	-7	-6%	-1%	3%	-1%
- COc1ccc(-c2cc(C(F)(F)F)nc(SCCC(=O)N3CCOCC3)n2)cc1
→ -8%	-5	-15%	-1%	0%	2%
- COc1ccc(C(=O)COC(=O)CCN2C(=O)C3C4CCC(C4)C3C2=O)cc1 (centres undefined)
→ 2%	-1	-10%	1%	1%	3%
- CCc1nnc(NC(=O)/C=C/c2cccs2)s1
→ 17%	34	3%	3%	7%	-11%[2.29 µM]
- Cc1nccn1CC(O)Cn1c2ccccc2c2ccccc21 (centres undefined)
→ -3%	-16	-9%	-15%	0%	14%
- Cn1c2ccc(F)cc2c2nnc(NN)nc21
→ 50µM*	66	-1%	38%[activator]	-11%	17%
- CCOP(=O)(OCC)C1(O)C(=O)Nc2ccc(Br)cc21 (centres undefined)
→ 8%	-3	-12%	-5%[2.32 µM]	-7%	-7%
- Nc1nc(Cl)nc2c1ncn2C1CC(O)C(CO)O1 (centres undefined)
→ -5%	-2	-15%	13%	/	-2%
- COc1ccccc1-c1nn2c(=O)cc(CN3CCN(C(=O)Nc4ccc(C)cc4Cl)CC3)nc2s1
→ 1%	5	3%	/	/	/
- CCc1ccc(C(=O)COC(=O)C(NC(=O)C2CCC(C)CC2)C(C)C)cc1 (centres undefined)
→ 8%	-18	12%	/	/	/
- Cc1ccc2nc(SCCCCOc3ccccc3)[nH]c2c1
→ 13%	/	6%	3%	-10%	-30%
- CSc1nsc(/C=C/Nc2ccc(C)cc2)c1C#N
→ -2%	6	5%	5%	-22%	/
- CCOc1ccc(NC(=O)c2c(NC(=O)c3ccccc3Br)sc3c2CCC(C)C3)cc1 (centres undefined)
→ -7%	-36	3%	/	/	/

One compound at a time, from the list above. Values in the order: Sm TGR block, HCMV inh, AmpC detergent, AMA1 RON2 block, Giardia FBPA inh, AmpC no deterg
Results for O=C(COC(=O)c1cccc([N+](=O)[O-])c1)NNC(=O)c1cccs1 : 3%, 0, 4%, 6%, /, -21%
Results for Cc1nccn1CC(O)Cn1c2ccccc2c2ccccc21 (centres undefined) : -3%, -16, -9%, -15%, 0%, 14%

Other entries follow:
Every second line gives: Sm TGR block	HCMV inh	AmpC detergent	AMA1 RON2 block	Giardia FBPA inh	AmpC no deterg
- N/C(=N\OS(=O)(=O)c1ccc(Cl)cc1)c1ccncc1
→ -2%	9	-3%	-3%	2%	-17%
- O=C(NNC(=O)c1cc2ccccc2cc1O)Nc1ccc(Br)cc1
→ 1%	-22	?	15%	11%	?
- CCn1nc(C)c(Br)c1-c1nc(CS(=O)(=O)c2ccsc2)no1
→ 16%	19	1%	2%	2%	-10%
- CCOc1ccccc1NC(=O)c1ccc2c(Cl)c3c(nc2c1)CCC3
→ 4%	31	17%	/	/	/
- CCOc1cc(/C=C2\SC(N3CCCCC3)=NC2=O)ccc1O
→ -20%	190	-8%	-3%	13%	-23%
- Cc1ccc(/C=N/NC(=O)CN2C(=O)CSc3ccccc32)o1
→ -24%	-8	5%	0%	2%	-23%
- NC(=O)CCSC(=S)N1CCOCC1
→ ?	0	?	4%	1%	-3%
- O=C1C2C3C=CC(c4ccccc4)(C2C(=O)N1c1cccc(Cl)c1)C1C(=O)N(c2cccc(Cl)c2)C(=O)C31 (centres undefined)
→ -23%	-12	-12%	-2%	-8%	10%
- COc1cnc(SCc2ccc(Cl)cc2Cl)nc1Cl
→ ?	7	8%	69%[activator]	16%	-12%
- Cc1ccc([N+](=O)[O-])c2c1C(N1CCCCC1)C(C)(C)O2 (centres undefined)
→ 7%	24	?	15%	-2%	-18%
- O=S(=O)(Nc1cccc2cccnc12)c1ccccc1
→ 2%	-101*	2%	43%[activator]	18µM*	-39%
- CCc1nc(SCC(=O)NCc2ccco2)c2c(=O)n(C)c(=O)n(C)c2n1
→ ?	1	?	0%	4%	-24%
- Cc1cc(=O)c2ccccc2n1Cc1ccccc1
→ /	-70*	-3%	-21%	-2%	45%
- COCCn1c(CNC(=O)c2cc([N+](=O)[O-])ccc2Cl)nc2cccnc21
→ -1%	2	-1%	/	/	/
- Cc1ccc(-c2[nH]n3c(=O)c4c(nc3c2C)CCCC4)cc1
→ 3%	13	0%	-18%	-7%	-54%
- COc1cc(NC(=O)CSc2nc3ccccc3c(=O)n2C)ccc1NC(=O)c1ccco1
→ -28%	-21	-19%	5%	-4%	-3%
- COC(=O)c1ccccc1NC(=O)C(=O)NCC1CCCO1 (centres undefined)
→ -1%	?	-12%	0%	3%	-19%
- O=C(NCCCN1CCCC1=O)c1cccc(C(F)(F)F)c1
→ ?	32	-4%	3%	-3%	-9%
- CCOC(=O)C1CCCN(S(=O)(=O)CCNC(=O)c2ccccc2)C1 (centres undefined)
→ -1%	-37	-23%	-17%	/	0%
- O=C(CSc1ccccc1)N1CCc2c([nH]c3ccccc23)C1c1ccc(Cl)cc1 (centres undefined)
→ 11%	-31	17%	/	/	/
- CC(=O)c1ccc(N2CCN(C(=O)Nc3ccc(F)cc3F)CC2)cc1
→ -1%	-27	3%	-8%	0%	36%
- COC(=O)c1c(C)nc(C)c(C(=O)OC)c1-c1ccc(OC)cc1
→ -20%	3	-6%	3%	10%	9%
- CN(C)CCN(Cc1cccs1)S(=O)(=O)c1csc(C(N)=O)c1
→ 2%	-23	-10%	10%	-6%	-23%
- Cc1ccc(C)c(Nc2ncnc3nc[nH]c23)c1
→ 2%	?	?	28%	-6%	-13%
- CC(=O)c1ccc(NC(=O)c2ccc(S(=O)(=O)N3CCCC3)cc2)cc1
→ -6%	-11	-4%	-3%	3%	-39%
- O=C(/C=C/Nc1ccc(F)c(F)c1)c1cccs1
→ -20%	306	-4%	-10%	-7%	-26%
- Cc1c(C(=O)NC2CCCCC2)sc2ncnc(N3CCN(c4ccccc4)CC3)c12
→ -6%	-19	?	-2%	6%	-17%
- CCOC(=O)c1oc2ccccc2c1COC(=O)C(C)NC(=O)c1ccco1 (centres undefined)
→ -9%	53	4%	-6%	/	12%
- CCN(CC)S(=O)(=O)c1ccc(NC(=O)CN(c2cccc(F)c2)S(C)(=O)=O)cc1
→ 0%	9	-11%	32%[activator]	-4%	-20%
- CCOC(=O)CSc1nc2ccccc2c(=O)n1Cc1ccco1
→ -5%	2	?	-9%	3%	-4%
- Cc1ccc(Nc2cc(-c3ccccc3)nc3ncnn23)cc1
→ 8%	-32	-8%	73%[activator]	14%	-7%
- NS(=O)(=O)c1ccc2nc(NC(=O)COc3ccccc3)sc2c1
→ 0%	-8	12%	/	/	/
- Cc1nc(CCNS(=O)(=O)c2cccs2)cs1
→ -1%	-6	-4%	-1%	3%	-14%
- Cc1ccc(C(C)C)c(OCC(=O)Nc2ccc(-c3nc4ncccc4o3)cc2C)c1
→ 6%	3	22%	/	/	/
- O=S(=O)(NCC(c1ccco1)N1CCc2ccccc2C1)c1ccc(F)cc1 (centres undefined)
→ 2%	17	-16%	-4%	/	-24%
- O=C(NCCc1ccco1)C(=O)NCC1OCCCN1S(=O)(=O)c1ccccc1 (centres undefined)
→ -29%	48	0%	-14%	/	-5%
- Cc1ccc(NC(=O)COc2ccc(-c3nn(C)c(=O)c4ccccc34)cc2)cc1
→ -6%	-7	19%	/	/	/
- O=C(CN1C(=O)NC2(CCCCC2)C1=O)Nc1ccc2c(c1)CCC2
→ -1%	8	-1%	1%	3%	-23%
- COc1ccc(OCC(=O)NC2CCCCCCC2)cc1
→ -1%	20	0%	6%	5%	-3%
- Cc1ccc2nc(Cl)c3cc(C(=O)NCCCN4CCCC4)sc3c2c1
→ -9%	-35	-1%	-10%	-9%	71%[activator]

Single values from the entries so far.
For AmpC no deterg, COC(=O)c1c(C)nc(C)c(C(=O)OC)c1-c1ccc(OC)cc1 is listed with 9%
For AMA1 RON2 block, Cc1ccc(Nc2cc(-c3ccccc3)nc3ncnn23)cc1 is listed with 73%[activator]
For HCMV inh, O=S(=O)(NCC(c1ccco1)N1CCc2ccccc2C1)c1ccc(F)cc1 (centres undefined) is listed with 17

Carrying on:
Every second line gives: Sm TGR block	HCMV inh	AmpC detergent	AMA1 RON2 block	Giardia FBPA inh	AmpC no deterg
- O=C(NCCC1CC1(Cl)Cl)Nc1ccccc1 (centres undefined)
→ 6%	-1	-1%	-13%	2%	-12%
- C[C@@H](NC(=O)c1nc[nH]c1C(=O)N[C@@H](Cc1ccccc1)C(=O)OC(C)(C)C)c1ccccc1
→ 5%	-9	12%	77%[activator]	?	33%
- COc1ccc(C(=O)NCC(=O)OCCOc2ccc(Cl)cc2)cc1OC
→ /	?	/	5%	/	17%
- Cc1ccc(-n2nc3c([n+]2[O-])CCc2c-3no[n+]2[O-])cc1
→ 1%	-78*	-12%	6%	-1%	-17%
- CN(Cc1ccccc1)Cc1nc2scc(-c3ccccc3)c2c(=O)[nH]1
→ -12%	-6	-12%	?	-1%	-17%[11.4 µM]
- O=C(O)c1ccccc1C(=O)NC1Cc2ccccc2C1
→ 2%	-10	1%	-1%	2%	40%
- Cc1ccccc1CNC(=O)C(=O)NCC1OCCCN1S(=O)(=O)c1cccs1 (centres undefined)
→ 0%	-7	1%	-3%	/	12%
- O=C(CCCNS(=O)(=O)c1cccc2nsnc12)NCCN1CCN(c2ccccc2F)CC1
→ -8%	-12	-1%	11%	0%	47%
- O=C1COc2ccc(-c3csc(NCC4CCCO4)n3)cc2N1 (centres undefined)
→ 3%[11.4 µM]	6	-12%	5%	-13%	2%
- O=C(COc1ccccc1)Nc1ccc(Cl)cc1C(=O)c1ccccc1
→ 6%	-23	-7%	-19%	3%	-25%
- Cc1cc(NC(=O)CSc2nc3c(c(=O)n2-c2ccccc2)SC(C)C3)no1 (centres undefined)
→ -10%	12	-10%	5%	-2%	-29%
- CSc1nc2cc(S(=O)(=O)N3CCCCC3)ccc2s1
→ 16%	-36	-5%	10%	-6%	-28%
- Cc1nnsc1-c1c(C(=O)Oc2ccccc2)c(C)nn1-c1ccccc1
→ -8%	-25	-4%	-2%	0%	5%
- COc1ccc(N2C(=O)CC(Nc3ccc(C(=O)O)cc3)C2=O)cc1OC (centres undefined)
→ 22µM*	10	-7%	-1%	3%	-7%
- CC1=Nc2ccc(C)cc2/C1=C/c1c(N)n2nc(CC(=O)N3CCOCC3)sc2nc1=O
→ 3%	-17	2%	10%	/	-6%
